Screening data: PubChem, Broad Institute
S100A4 inh HTS – inhibitors of human S100A4 binding to myosin IIA peptide | P26447 | S100A4/TAMRA-MyoIIA peptide fluorescence polarization | inhibition, % at 10.7 µM | 360,000 tested, 0.14% active;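 active means mean inhibition of at least 70% across replicates, with every replicate also reaching that level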
Target sequence (P26447 whole entry, looked up): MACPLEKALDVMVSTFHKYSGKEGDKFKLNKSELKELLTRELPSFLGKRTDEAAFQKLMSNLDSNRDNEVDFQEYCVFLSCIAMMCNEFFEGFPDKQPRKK
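Material: human S100A4 monomer with TAMRA-labelled myosin IIA peptide; buffer or medium: HEPES pH 7.2 with CaCl2, KCl, NaCl, DTT, Triton; compound dosing: one concentration per compound; schedule: 5 min incubation before reading; benchmarks: neutral control DMSO, positive control TFP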
XiGFP reactiv – X-chromosome reactivation activator | XiGFP mouse fibroblasts, % GFP-positive cells imaging, 3 d; cells co-treated with 5-aza-dC sensitizer; scaled so ellipticine positive control = 100% | activation, % at 7.58 µM | 360,000 tested, 0.055% active | AID 743238;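 active means mean normalized replicate activation at least 10% and every replicate at or above 10%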;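 further: 0% = median of on-plate neutral control wells and 100% = ellipticine 6 µM median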
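assay system = SV40-immortalized XiGFP fibroblast cells, line 68-5-11 | buffer or medium = DMEM plus 5-aza-dC sensitizer | doses = single-point pinned compound dosing | times = 3-day compound exposure, then 15 min fixation at room temperature | benchmarks = positive control ellipticine, 6 µM final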
ERAP1 inh – ERAP1 (human) enzyme inhibition | 340,000 tested, 0.15% active | recombinant ERAP1, Leu-AMC fluorescence, 60 min | Q9NZ08 | inhibition, % at 10.7 µM;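 active means mean replicate inhibition of at least 30%, or all replicates individually reaching that 30% level; inactive means mean below 30% and not every replicate reaching it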;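 further: 0% = neutral control wells and 100% = L-leucinethiol positive control wells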
Target sequence (Q9NZ08 whole entry, looked up): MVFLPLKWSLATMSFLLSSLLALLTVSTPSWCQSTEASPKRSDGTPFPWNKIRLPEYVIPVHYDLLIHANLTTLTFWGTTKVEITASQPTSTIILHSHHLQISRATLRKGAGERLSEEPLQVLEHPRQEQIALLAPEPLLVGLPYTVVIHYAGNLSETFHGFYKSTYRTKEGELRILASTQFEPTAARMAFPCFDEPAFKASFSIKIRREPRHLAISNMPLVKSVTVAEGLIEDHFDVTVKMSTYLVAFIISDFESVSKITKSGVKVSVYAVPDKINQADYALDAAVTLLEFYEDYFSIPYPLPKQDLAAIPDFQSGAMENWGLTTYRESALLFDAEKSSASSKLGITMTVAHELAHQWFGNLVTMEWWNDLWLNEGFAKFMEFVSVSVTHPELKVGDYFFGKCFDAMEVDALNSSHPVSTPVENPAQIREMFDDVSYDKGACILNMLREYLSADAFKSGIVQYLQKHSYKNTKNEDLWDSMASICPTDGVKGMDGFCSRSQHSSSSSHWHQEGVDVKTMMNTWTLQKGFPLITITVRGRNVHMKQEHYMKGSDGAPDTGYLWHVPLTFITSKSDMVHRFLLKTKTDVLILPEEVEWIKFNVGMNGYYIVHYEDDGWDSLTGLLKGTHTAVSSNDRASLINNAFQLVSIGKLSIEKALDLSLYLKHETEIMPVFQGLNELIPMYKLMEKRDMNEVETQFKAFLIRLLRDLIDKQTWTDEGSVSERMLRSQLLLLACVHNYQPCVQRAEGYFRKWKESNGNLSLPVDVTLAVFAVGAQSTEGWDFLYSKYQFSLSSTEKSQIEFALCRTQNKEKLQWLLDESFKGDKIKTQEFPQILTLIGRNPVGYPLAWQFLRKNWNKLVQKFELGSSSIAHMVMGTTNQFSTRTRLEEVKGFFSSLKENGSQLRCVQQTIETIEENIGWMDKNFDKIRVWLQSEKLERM
ERp5 inh – blocks human ERp5 reductase activity on insulin. inhibition, % at 9.99 µM. ERp5 insulin aggregation, absorbance 650 nm, 90 min. Q15084. 350,000 tested, 0.05% active;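 active means mean replicate inhibition above about 25%, with every replicate also reaching it, limit read from the data, passing the limit was not always enough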
esBAF inh – inhibitors of esBAF chromatin remodeling in mouse ES cells | Bmi1-luciferase knock-in reporter, 24 h; 100% = twice the neutral-well signal | reporter increase, % at 12.5 µM | 350,000 tested, 2% active | AID 602393; in the data active means activation above about 40%;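 further: 0% = median of the plate's neutral control wells and 100% = double that signal; a rise in the Bmi1 reporter signal indicates esBAF inhibition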
E-selectin induc – induces E-selectin expression in human endothelial cells; P16581; HUVEC E-selectin immunofluorescence imaging; normalized: neutral wells 0, TNF-alpha wells 100; activation, % at 7.58 µM; 260,000 tested, 0.37% active; AID 686992;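 active means mean E-selectin-positive cell signal at least 10% of the positive control, reached in at least 60% of replicates, without over 20% cell loss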;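 further: in these data hits start at about 27%; measured in HUVEC primary endothelial cells; signal is the percent of cells scored E-selectin positive by PE staining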
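Read-out basis: % PE-positive cells; Test system: HUVEC primary endothelial cells; Technique: immunofluorescence imaging; Dosing: single-point compound dose.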
RAD54 branch – RAD54 (human) branch migration inhibition | Q92698 | RAD54 Holliday junction branch migration, FAM/BHQ fluorescence | inhibition, % at 10.4 µM | 360,000 tested, 0.14% active;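 active means mean normalized replicate activity at least 40 and at least half of replicates scoring 40 or more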;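 further: 0% = median of neutral control wells and 100% = median of positive control wells; inhibitors cause a drop in the FAM fluorescence signal; in these data hits start at about 50%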
RAD52 anneal inh – RAD52 (human) annealing inhibition; inhibition, % at 18.7 µM; 360,000 tested, 0.46% active; recombinant RAD52 DNA annealing, FRET fluorescence; P43351;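 active means every replicate showing at least 50% inhibition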
Numbers without * were called inactive; i = inactive; x = not tested or not shown; & = joins results of further samples.

structure,S100A4 inh HTS,XiGFP reactiv,ERAP1 inh,ERp5 inh,esBAF inh,E-selectin induc,RAD54 branch,RAD52 anneal inh
CCCCOc1ccc(C(=O)OCC(=O)NC2CCCC2)cc1,0,0.1,2,0,-2,1.6,-9,-12
COc1ccc(CCNC(=O)CCCCCN2C(=O)c3ccccc3C2=O)cc1OC,0,0.0,-1,-3,x,-0.4,x,-8
CCOc1ccc(Cn2c(=O)sc3ccccc32)cc1,-1,0.3,x,-3,-4,-0.4,-2,-3
COc1ccc(NC(=O)Nc2ccc3c(c2)C(=O)N([C@H](C)CO)C[C@@H](C)[C@@H](CN(C)C(=O)CCCN(C)C)OCCCC[C@@H](C)O3)cc1,6,0.0,-1,12,-3,-0.1,12,30
CN(C)CCn1cnc2c1c(=O)n(C)c(=O)n2C,7,0.0,3,1,-3,-0.2,6,-1
CCC(C)NC(=O)CS(=O)Cc1nc(-c2cccc(OC)c2)oc1C (configuration not stated),0,0.1,3,-2,-7,x,6,-6
COc1ccc(NC(=O)N(C)C[C@H]2OCc3cnnn3CCCC(=O)N([C@@H](C)CO)C[C@H]2C)c(OC)c1,6&-1,0.1&-0.1,-1&1,4&-1,-5&0,x,-14&3,-25&-11
O=C(NCCc1ccccc1)C(=S)N1CCCCC1,-2,-0.1,-2,2,2,2.8,-10,-12
CN(C(=O)COC(=O)c1cc[n+]([O-])cc1)c1ccccc1,3,0.0,-7,-1,-14,-0.3,11,-20
Cc1ccc(NC(=O)CS(=O)CC(=O)NC23CC4CC(CC(C4)C2)C3)cc1 (configuration not stated),14,0.1,-3,3,-7,x,-3,-2
CCn1ncc(Br)c1C(=O)Nc1cccc(C(C)=O)c1,-4,0.1,1,2,4,0.1,-4,-1
Cc1ccc(C(=O)C2CC2)c(C)c1,0,0.0,-5,5,-9,0.1,-6,1
COCC(=O)N(C)C[C@@H]1Oc2cc(-c3cccc(F)c3)ccc2S(=O)(=O)N([C@H](C)CO)C[C@H]1C,43,0.3,0,-5,-1,0.2,4,-9
COC(=O)c1cccc(NC(=O)c2cnn(C)c2)c1,0,0.1,-2,6,2,x,3,2
CC(=O)Nc1cccc(NC(=O)CCCC2CCCCC2)c1,-2,0.0,1,-2,6,x,-14,-10
Cc1cccc(OCC(=O)NCCCNC(=O)c2ccncc2)c1,1,-0.1,-2,2,-2,0.5,10,2
CCCCCCCCN1[C@@H](CC(=O)OCC)c2ccc(C(F)(F)F)cc2S1(=O)=O,-4,0.0,1,-5,-12,0.4,-6,-12
CCn1nnnc1NC(=O)c1cccc(OC)c1,2,-0.1,0,1,17,1.7,-8,-10
Cc1c(Cl)c(=O)oc2cc(OC(C)C)ccc12,1,0.0,2,-6,x,x,-4,-16
Cc1ccc(NCc2n[nH]c(=S)n2-c2ccccc2)cc1Cl,31,0.0,-4,1,x,0.0,x,21
COc1ccc(S(=O)(=O)N(C)C[C@@H]2OCCCC[C@@H](C)Oc3ccc(NS(=O)(=O)c4ccccc4)cc3C(=O)N([C@H](C)CO)C[C@H]2C)cc1,-15,-0.1,0,-4,2,x,5,23
CNC[C@@H]1Oc2c(NC(=O)C3CCCCC3)cccc2C(=O)N([C@@H](C)CO)C[C@H]1C,-19,0.1,-2,10,0,-0.1,2,3
COc1ccc(NC(=O)Cc2ccc(Cl)cc2Cl)cn1,-2,-0.2,x,2,x,0.0,-8,2
COc1ccc(NC(=O)N(C)C[C@@H]2OCCCC[C@H](C)Oc3ccc(NS(=O)(=O)c4ccccc4)cc3C(=O)N([C@H](C)CO)C[C@H]2C)cc1,-1,0.2,1,-7,0,1.3,3,-3
O=C(CCCc1ccccc1)NCCS(=O)(=O)N1CCN(c2ccccc2)CC1,-1,-0.1,3,1,3,-0.1,3,-12
CCCCN1C(=O)C(=O)N(CC(=O)Nc2ccc(OC(F)(F)F)cc2)C1=O,-5,0.2,1,4,-1,-0.3,-4,-11
CN(C(=O)C1CCN(S(=O)(=O)c2cccs2)CC1)C1CCCCC1,-3,x,-2,4,5,x,3,-11
O=C(c1cc(Br)c(Br)s1)N1CCN(c2ccccn2)CC1,1,0.2,2,3,-6,0.6,-3,-2
C[C@@H]1CN([C@@H](C)CO)S(=O)(=O)c2ccc(C3=CCCC3)cc2O[C@@H]1CN(C)Cc1cccc(C(=O)O)c1,4,0.1,-3,-3,-5,0.0,0,9
C[C@@H]1CN([C@H](C)CO)C(=O)Cc2cc(NC(=O)c3ccncc3)ccc2O[C@H]1CN(C)S(=O)(=O)c1ccccc1,-11,0.1,6,-4,6,-0.1,-2,-3

Next records:
structure,S100A4 inh HTS,XiGFP reactiv,ERAP1 inh,ERp5 inh,esBAF inh,E-selectin induc,RAD54 branch,RAD52 anneal inh
CCOC(=O)N1CCN(C(=O)COC(=O)c2cccc(C)c2[N+](=O)[O-])CC1,-2,-0.1,-6,0,4,x,-4,-10
O=C(CN1CCN(c2ccccc2F)CC1)NC(=O)NCc1ccco1,1,-0.6,0,-1,x,x,x,-25
Cc1ccc(-c2csc(NC(=O)C3CSC4(C)CCC(=O)N34)n2)cc1 (configuration not stated),-1,-0.1,0,-1,-4,-0.5,0,-7
Cc1cc(C(=O)COC(=O)c2ccc(O)cc2O)c(C)n1C(C)C,-5,0.0,0,11,61*,x,3,-24
COc1ccc(CN2C[C@@H](CO)O[C@@H](n3cnc4c(N(C)C)ncnc43)C2)cc1,5,-0.1,-1,0,-4,-0.2,5,-17
CO[C@H]1CN(C)C(=O)c2ccc(NC(=O)Cc3ccccc3)cc2OC[C@H](C)N(C(C)=O)C[C@@H]1C,14,0.0,-1,-3,-1,0.2,-24,12
CC(C)C(NC(=O)c1ccccc1Br)c1ccccc1 (configuration not stated),2,0.3,1,1,x,x,x,-10
Cn1nc(C(=O)NCc2ccccc2)c2c1-c1ccccc1S(=O)(=O)C2,-3,0.0,-1,-1,5,0.1,x,-4
CCOc1ccc(C(=O)Nc2ccccc2NC(C)=O)cc1OCC,-2,0.0,3,5,-5,x,x,-5
CC(C)NC(=O)N(C)C[C@H]1Oc2ccc(N(C)C)cc2C(=O)N([C@@H](C)CO)C[C@H]1C,-14,-0.6,1,5,-2,-3.8,1,-19
COc1ccc(OC)c(/C=C2\S/C(=N/NC(=O)c3ccc4ccccc4c3)NC2=O)c1,15,0.0,1,-10,x,x,-5,i
O=C(O)c1cc(-c2ccccc2)nc2ccccc12,1,-0.1,-3,3,-2,-0.3,11,-3
O=C(COc1ccc(Br)cc1)Nc1ccccc1N1CCCC1,-6,0.1,-2,7,x,x,x,-10
CCCCNC(=O)CNC(=S)N(CCCN1CCOCC1)Cc1cccs1,-4,-0.1,-1,4,x,x,1,-4
Cc1ccc(C)c(OCCn2cc(/C=C(/C#N)C(=O)NCC3CCCO3)c3ccccc32)c1 (configuration not stated),1,-0.1,-2,0,x,-0.1,-9,-470
O=C(NCCCN1CCCCC1)c1ccc2c(c1)NC(=O)c1ccccc1S2,-5,0.1,-1,5,1,x,-3,4
CCn1c(Oc2ccccc2)nc2c1c(=O)n(C)c(=O)n2C,-1,0.0,2,1,-5,0.0,5,-7
CCN(CC)CCN(C(=O)CCS(=O)(=O)c1ccccc1)c1nc2cc3c(cc2s1)OCO3,-5,0.2,-2,8,-4,-0.2,26,2
CC(=O)Nc1ccc(SCC(=O)Nc2cc(C(C)(C)C)nn2-c2ccccc2)cc1,3,0.0,-3,-2,x,-0.2,x,-20
Cc1ccc(C(=O)N2CCCC(N3CCN(c4ccccc4C)CC3)C2)c(=O)[nH]1 (configuration not stated),4,0.0,-3,3,-2,x,0,-12
Cc1nn(C(=O)c2nn(C)cc2[N+](=O)[O-])c(C)c1Br,-1,0.3,5,11,x,1.5,x,-3
Cn1cnc(S(=O)(=O)N2CCCCN3[C@H](CO)[C@H](c4ccc(C#CC5CC5)cc4)[C@@H]3C2)c1,10,x,6,-5,x,x,3,4
CCN1CCN(CCCNC(=O)CNC(=O)c2nn(-c3ccc(OC)cc3OC)c(=O)c3ccccc23)CC1,-2,0.0,-2,1,2,x,-7,-5
C[C@H](CO)N1C[C@H](C)[C@@H](CN(C)Cc2ccc(Cl)c(Cl)c2)Oc2ccc(NC(=O)NC3CCCCC3)cc2C1=O,8,-1.2,0,-6,0,0.0,-3,7
COc1cccc(C#Cc2ccc([C@@H]3[C@@H](CO)N4C(=O)CN(C(C)=O)C[C@H]34)cc2)c1,7,0.1,-1,-5,x,0.4,x,-18
C=C1[C@H](C)CN(S(=O)C(C)(C)C)[C@H]1CCO (some centres not stated),0,-0.1,0,6,x,0.0,x,-7
CC(C)NC(=O)N(C)C[C@H]1Oc2cc(C3=CCCC3)ccc2S(=O)(=O)N([C@H](C)CO)C[C@@H]1C,-2,-0.5,1,0,5,-0.7,0,-12
COc1ccc(NS(=O)(=O)c2cc(NC(=O)c3ccc(=O)[nH]n3)ccc2C)cc1,-4,-0.1,-2,4,-9,x,5,1
COc1cc(/C=C/C(=O)OCC(=O)c2c(N)n(C)c(=O)n(C)c2=O)ccc1OCC#N,3,0.0,-2,1,x,0.9,x,-22
FC(F)Oc1ccccc1/C=N/Nc1nc2ccccc2o1,2,0.0,3,1,59*,0.0,-2,-10

Continuation:
structure,S100A4 inh HTS,XiGFP reactiv,ERAP1 inh,ERp5 inh,esBAF inh,E-selectin induc,RAD54 branch,RAD52 anneal inh
Cc1ccc(C(=O)Nc2ccc(F)cc2)o1,12,0.0,1,4,x,0.0,x,-6
Cc1cccnc1NC(=O)CCc1c[nH]c2ccccc12,3,-0.1,0,4,-11,x,5,-10
CCOc1ccc(C(=O)NCC2CCCN2S(=O)(=O)c2cccs2)cc1 (configuration not stated),1,0.2,0,-1,5,-0.4,-3,2
CC1Cc2cc(S(=O)(=O)N3CCC(C(=O)N4CCCCC4)CC3)ccc2N1C(=O)C1CC1 (configuration not stated),0,0.0,1,-13,-3,0.0,4,0
Cc1ccc(NC(=O)CC2=NC(=O)C(CC(=O)Nc3ccccc3C)S2)cc1 (configuration not stated),0,0.0,4,6,15,0.9,2,-35
CCC(CC)C(C(=O)NCc1ccccc1)N(C)Cc1ccc(Cl)c(Cl)c1 (configuration not stated),0,-0.1,-2,0,x,-0.1,x,-17
COc1ccccc1C1/C(=C(\O)c2ccc3c(c2)OCCO3)C(=O)C(=O)N1Cc1cccnc1 (configuration not stated),12,0.0,-1,1,4,x,-11,1
CC(=O)c1ccc(NC(=O)CN2C(=O)NC(C)(C3CCCCC3)C2=O)cc1 (configuration not stated),-3,0.3,-1,0,-2,0.5,-2,-9

Profiles from above. Order of values: S100A4 inh HTS	XiGFP reactiv	ERAP1 inh	ERp5 inh	esBAF inh	E-selectin induc	RAD54 branch	RAD52 anneal inh
Record of COc1ccccc1C1/C(=C(\O)c2ccc3c(c2)OCCO3)C(=O)C(=O)N1Cc1cccnc1 (configuration not stated) = 12	0.0	-1	1	4	x	-11	1
Record of CCC(CC)C(C(=O)NCc1ccccc1)N(C)Cc1ccc(Cl)c(Cl)c1 (configuration not stated) = 0	-0.1	-2	0	x	-0.1	x	-17
Record of CC1Cc2cc(S(=O)(=O)N3CCC(C(=O)N4CCCCC4)CC3)ccc2N1C(=O)C1CC1 (configuration not stated) = 0	0.0	1	-13	-3	0.0	4	0
Record of Cc1ccc(NC(=O)CC2=NC(=O)C(CC(=O)Nc3ccccc3C)S2)cc1 (configuration not stated) = 0	0.0	4	6	15	0.9	2	-35
